# Tb PYK inh: qHTS of Trypanosoma Brucei Inhibitors. pyruvate kinase (Trypanosoma brucei), Q57TT1. actives 0.12% (n = 410,000). TbPYK enzyme, Kinase-Glo Plus ATP luminescence, 45 min. Potency, µM (top dose mostly 76.8 µM), inactives show at the highest dose activity, negative = inhibition, most hits filed as inhibitors. AID 624173, 2012; also: potency is read from the fitted curve at half-maximal effect; % is scaled to controls: 0 for no effect and ±100 for the full control effect; nearly all actives have a fitted effect of over 50% in size
#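 Enzyme and substrate buffer are dispensed first and compound is pin-transferred. ADP at 130 uM final then starts the reaction, which runs 45 min at room temperature. Detection reagent is added for 10 min before luminescence is imaged.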
# Pf growth 48h: Primary qHTS for delayed death inhibitors of the malarial parasite plastid, 48 hour incubation; P. falciparum luciferase growth in erythrocytes, 48 h; actives 5.9% (n = 310,000); Potency, µM (doses to about 28.7 µM), inactives show at the highest dose activity change, negative = inhibition, most hits filed as inhibitors; also: potency is read from the fitted curve at half-maximal effect; % is scaled to controls: 0 for no effect and ±100 for the full control effect
#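 Luminescence readout; reporter = integrated firefly luciferase in P. falciparum. RBC culture at 2% hematocrit, 0.1% parasitemia final, 37 C/5% CO2; decreased signal taken as growth inhibition.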
# Cycloheximide cs: Cycloheximide Counterscreen for Small Molecule Inhibitors of Shiga Toxin; cell reporter, cycloheximide protein synthesis inhibition counterscreen; AID 2314, 2010; actives 12% (n = 300,000); max response, %; in the data active = max response mostly above about 13%, no sharp cut-off; inactive = mostly below about 14%; also: read at 38.3 µM for the half of the compounds with a filed dose; 0% is about no effect
# LmPK inh: qHTS Assay for Inhibitors of Leishmania Mexicana Pyruvate Kinase (LmPK); purified LmPK, Kinase-Glo ATP luminescence, 1 h; actives 0.37% (n = 290,000); Potency, µM (series often up to 57.5 µM), without a hit: at the top dose activity change, negative = inhibition, actives largely listed as inhibitors; Q27686; also: potency is read from the fitted curve at half-maximal effect; % is scaled to controls: 0 for no effect and ±100 for the full control effect
# Target sequence (Q27686 whole entry, looked up): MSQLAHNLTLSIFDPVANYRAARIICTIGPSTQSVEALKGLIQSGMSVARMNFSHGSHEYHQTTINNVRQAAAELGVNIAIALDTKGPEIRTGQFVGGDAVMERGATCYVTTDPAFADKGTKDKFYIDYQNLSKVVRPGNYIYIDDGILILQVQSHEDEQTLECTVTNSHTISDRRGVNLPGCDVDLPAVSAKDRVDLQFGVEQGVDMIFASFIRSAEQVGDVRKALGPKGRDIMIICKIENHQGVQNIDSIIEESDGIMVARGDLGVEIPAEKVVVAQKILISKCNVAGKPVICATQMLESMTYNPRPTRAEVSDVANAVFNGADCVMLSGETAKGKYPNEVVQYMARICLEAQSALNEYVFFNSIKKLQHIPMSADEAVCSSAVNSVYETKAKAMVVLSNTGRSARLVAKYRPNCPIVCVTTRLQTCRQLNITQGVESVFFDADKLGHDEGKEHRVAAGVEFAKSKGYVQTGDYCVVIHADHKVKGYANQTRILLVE
#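 In 50 mM imidazole pH 7.2 with 7 mM MgCl2, LmPK (0.1 nM) turned over PEP (0.5 mM) and ADP (0.1 mM) for 1 h at room temperature. Luciferase read-out of ATP.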
# Pf growth 96h: Primary qHTS for delayed death inhibitors of the malarial parasite plastid, 96 hour incubation; actives 6.9% (n = 320,000); Potency, µM (series often up to 28.7 µM), without a hit: at the highest dose activity change, negative = inhibition, actives largely listed as inhibitors; P. falciparum luciferase reporter growth, 96 h; also: potency is read from the fitted curve at half-maximal effect; % is scaled to controls: 0 for no effect and ±100 for the full control effect
#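 Delayed-death screen, second-generation endpoint: infected erythrocytes, 2% hematocrit, 0.05% parasitemia final; 96 hours at 37 C, 5% CO2; luciferase detection reagent; luminescence decrease equals reduced growth.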
# HCV inh: qHTS Assay for Inhibitors of Hepatitis C Virus (HCV); AID 651820, 2012; Huh7.5.1 HCVcc-Cre infection, luciferase reporter, 44 h; actives 3.4% (n = 340,000); Potency, µM (top dose mostly 41.8 µM), for the others: at the highest dose activity change, negative = inhibition, hits mostly inhibitors; also: potency is read from the fitted curve at half-maximal effect; % is scaled to controls: 0 for no effect and ±100 for the full control effect
#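 HCVcc-Cre virus at an moi near 0.5 was added right after compound to cells cultured 4 h from seeding (1,000 cells/well). Luciferase activity was determined 44 h later, 15 min after substrate addition at RT.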
# Shiga inhibitor: A qHTS for Small Molecule Inhibitors of Shiga Toxin; Vero cells, Shiga toxin protein synthesis inhibition reporter; inhibition, % at 38.7 µM; actives 9.2% (n = 290,000); in the data active = inhibition mostly above about 28%, no sharp cut-off; inactive = mostly below about 43%; also: 0% is about no effect
# Starred values were filed as active, the others as inactive; ? = inconclusive; nt = no result given; & = joins results of further samples; [ ] = remark or other dose. Unless noted, calls follow the shape of the dose curve; as a rule, active = well fitted curve in the direction sought with a large enough effect; inconclusive = small, poorly fitted or top-dose-only effect, or another doubt; inactive = no such curve, though single readings can be large; an effect the other way counts as inactive or inconclusive.
# Each structure is followed by: Pf growth 96h	Shiga inhibitor	Tb PYK inh	HCV inh	Cycloheximide cs	Pf growth 48h	LmPK inh
> O=C(CCc1c[nH]c2ccccc12)N1CCCCCCC1
 : -12%	24	5%	13%	11	-19%	-9%
> COCc1cc(Sc2ccc(Cl)cc2Cl)nc(-c2ccccc2)n1
 : ?	8	0%	-5%	-1	12µM*	1%
> CCn1cc(C(=O)NCCCOC(C)C)c2cc(OC)c(OC)cc2c1=O
 : 1%	-7	2%	?	-2	-3%	0%
> COc1ccccc1C1CC(c2ccccc2)=NN1C(=O)c1ccccc1 (stereo unspecified)
 : 1%	-5	3%	-20%	-8	0.37µM*	-3%
> COc1ccc(N2CCN(C(=O)c3cccc(N4C(=O)C5CC=CC(C)C5C4=O)c3)CC2)cc1 (stereo unspecified)
 : 43%[activator]	-18	-9%	nt	-1	21%	-7%
> CCn1c(SCC(=O)Nc2ccc3c(c2)c2ccccc2n3CC)nnc1-c1ccco1
 : 69%[activator]	2	?	?	-3	-1%	-5%
> Cc1cccc(NC(=O)CSc2nc3ccccc3nc2N2CC(C)OC(C)C2)c1 (stereo unspecified)
 : 9.3µM*	11	-7%	11µM*	11*	?	0%
> O=C(CSC1CC(=O)N(CCc2ccccc2)C1=O)Nc1ccc(Cl)cc1 (stereo unspecified)
 : -7%	9	-6%	-12%	-1	56%[activator]	-1%
> O=C(CSc1nc2ccc(Cl)cc2o1)NCc1ccc2c(c1)OCO2
 : ?	0	1%	-28%	1	nt	5%
> COc1ccc(/C=N/Nc2nc(-c3ccc(C)cc3)c(NC(C)=O)s2)cc1
 : 4.7µM*	19	-7%	?	21	2.3µM*	14%

# Part of the list above with just Tb PYK inh, Pf growth 96h and Cycloheximide cs:
smiles,Tb PYK inh,Pf growth 96h,Cycloheximide cs
O=C(CSC1CC(=O)N(CCc2ccccc2)C1=O)Nc1ccc(Cl)cc1 (stereo unspecified),-6%,-7%,-1
O=C(CSc1nc2ccc(Cl)cc2o1)NCc1ccc2c(c1)OCO2,1%,?,1
COc1ccc(/C=N/Nc2nc(-c3ccc(C)cc3)c(NC(C)=O)s2)cc1,-7%,4.7µM*,21

# The list goes on.
# Each structure is followed by: Pf growth 96h	Shiga inhibitor	Tb PYK inh	HCV inh	Cycloheximide cs	Pf growth 48h	LmPK inh
> Cc1ccc(C(=O)C(OC(=O)CNS(=O)(=O)c2ccccc2)c2ccccc2)cc1 (stereo unspecified)
 : 94%[activator]	16	6%	21%	-3	?	2%
> CC(C)(C)NC(=O)C(c1c[nH]c2ccccc12)N(C(=O)Cn1nnc(-c2ccc(F)cc2)n1)c1cccc(O)c1 (stereo unspecified)
 : ?	-9	-16%	10µM*	-2	2.6µM*	3%
> O=C(O)CNS(=O)(=O)c1ccc(F)cc1
 : ?	8	6%	0%	-2	10%	-3%
> COc1ccc(NC(=O)CSc2nc(C3CC3)nc3ccccc23)c(OC)c1
 : 33%	-21	1%	?	-6	?	-13%
> O=C(Nc1ccc(C2=NCCN2)cc1)c1ccc(C(=O)Nc2ccc(C3=NCCN3)cc2)c(Cl)c1
 : ?	5	1%	8%	1	0.52µM*	0%
> CC(C)=CC(=O)OCC(=O)Nc1ccccc1Cl
 : ?	53	-1%	-5%	8	nt	7%
> COc1cccc(C2CC(c3cccc(Br)c3)n3ncnc3N2)c1 (stereo unspecified)
 : 12µM*	-9	0%	1%	-2	-5%	2%
> COc1ccc(C(=O)N[C@H](C(=O)Nc2nc3ccccc3[nH]2)C(C)C)cc1
 : 66%[activator]	76*	0%	7.1µM*	37*	78%[activator]	-10%
> Cc1nn(Cc2c(F)c(F)c(F)c(F)c2F)c(C)c1NC(=O)c1nn(C)cc1Br
 : 0%	-6	-1%	-27%	13	8%	-8%
> N#CC1=C(N)Oc2ccc3ccc(O)cc3c2C1c1ccsc1 (stereo unspecified)
 : ?	-14	2%	-11%	-1	-19%	0%
> CCC(Sc1nnc(C)c(=O)[nH]1)C(=O)Nc1cccc2ccccc12 (stereo unspecified)
 : 18%	-9	6%	-6%	-1	4%	-9%
> CC1CCN(CC(=O)Nc2ccccc2C(=O)NC2CC2)CC1
 : ?	nt	7%	-7%	nt	-14%	nt
> CC(C)n1c(SCC(N)=O)nc2c1c(=O)n(C)c(=O)n2C
 : -11%	-9	3%	2%	-4	8%	-2%
> COC(=O)C1=C(NC(=O)C(C)(C)C)CCS1
 : -16%	-7	0%	-18%	-5	0%	-3%
> CCCN1C2CCCC1CC(NC(=O)Nc1ccc(C(C)C)cc1)C2 (stereo unspecified)
 : ?	-3	-6%	?	-3	?	-4%
> CCCCn1nc2cc(C(=O)NCC34CC5CC(CC(C5)C3)C4)ccc2c1OCC
 : ?	15	-4%	?	-3	?	3%
> COc1ccc(-c2cccc(C(=O)Nc3ccccc3C)c2)cc1
 : 9.3µM*	-9	-6%	1%	1	4%	-3%
> O=C(NC1CCCc2ccccc21)c1ccc(CNc2c(N3CCOCC3)c(=O)c2=O)cc1 (stereo unspecified)
 : 68%[activator]	-4	1%	?	1	-13%	1%
> COC(=O)c1ccc(OCCOCCOc2cccc3ccc(C)nc23)cc1
 : ?	12	-9%	17%	-1	?	4%
> Cc1nn(Cc2ccccc2Cl)c(C)c1NC(=O)c1noc2c1CCCCC2
 : -22%	4	-2%	-20%	21*	37%[activator]	-4%
> COCCCN1C(=O)C(O)=C(C(=O)c2ccco2)C1c1ccccc1 (stereo unspecified)
 : 25%	19	8%	12%	1	-1%	0%
> Cc1ccc(C)c(NC(=O)CCc2nnc3ccc(N4CCCCC4)nn23)c1
 : ?	-10	2%	-3%	-2	-11%	-4%
> N/C(=N\OC(=O)c1cccnc1)c1ccccc1Cl
 : -21%	84*	3%	?	27*	74%[activator]	3%
> O=C(Cc1cccs1)NCc1cc(Cl)cc(Cl)c1
 : 6%	52*	-2%	16%	44*	nt	0%
> CC(=O)Nn1cc2c(=O)n(C)c(=O)n(C)c2c1
 : 25%	21	4%	24%	1	1%	1%
> COc1cc2c(c(OC)c1OC)-c1ccc(NC(=O)c3ccccc3)c(=O)cc1[C@@H](NC(C)=O)CC2
 : ?	-17	-2%	14%	1	9.3µM*	6%
> CCc1cc(=O)oc2c3c(cc(OCC(=O)NCc4ccncc4)c12)OC(C)(C)CC3
 : ?	-3	0%	?	-1	10µM*	-5%
> COC(=O)c1ccccc1NC(=O)N1CCCC1
 : nt	-17	-7%	-7%	-4	10%	-2%
> S=C(c1ccc(-c2ccccc2Cl)o1)N1CCCCC1
 : 213%[activator]	62*	-13%	?	48*	191%[activator]	-1%
> Cc1cc(C)c2[nH]c(=O)c(CN(Cc3ccco3)C(=S)NCC3CCCO3)cc2c1 (stereo unspecified)
 : 20%	-11	-8%	-16%	1	-9%	1%

# Looked up by structure from above, 2 records:
# Each structure is followed by: Pf growth 96h	Shiga inhibitor	Tb PYK inh	HCV inh	Cycloheximide cs	Pf growth 48h	LmPK inh
> COC(=O)c1ccccc1NC(=O)N1CCCC1
 : nt	-17	-7%	-7%	-4	10%	-2%
> Cc1cc(C)c2[nH]c(=O)c(CN(Cc3ccco3)C(=S)NCC3CCCO3)cc2c1 (stereo unspecified)
 : 20%	-11	-8%	-16%	1	-9%	1%

# Next compounds follow.
# Each structure is followed by: Pf growth 96h	Shiga inhibitor	Tb PYK inh	HCV inh	Cycloheximide cs	Pf growth 48h	LmPK inh
> Nc1nonc1C(=Nc1ccc(Br)cc1)NO
 : 83%[activator]	-14	2%	7%	-1	nt	0%
> CC1CC2(CCCCC2)Nc2c1ccc1ccccc21 (stereo unspecified)
 : ?	14	6%	-8%	-3	?	-2%
> CCOC(=O)C(Cc1ccccc1)NC(=O)CCc1c(C)nc2ncnn2c1C (stereo unspecified)
 : 22%	-8	-6%	9%	-2	2%	3%
> O=C(NNC(=S)Nc1ccc(Cl)cc1)c1ccccc1
 : 17%	57*	-6%	-19%	27*	31%[activator]	-7%
> CCOC(=O)c1cnc2nc(N3CCOCC3)nn2c1N
 : 27%	12	-7%	12%	14	-2%	-9%
> CCCc1cnc(N2CCN(S(=O)(=O)c3cccs3)CC2)nc1
 : ?	7	-1%	4%	1	104%[activator]	1%
> Cc1ccc(S(=O)(=O)c2nc(-c3ccco3)oc2SC(C)C)cc1
 : ?	-9	-12%&3%	-22%	2	?	10%
> COc1ccc(NC(=O)C/C(C)=N/NC(=O)C2CCCCC2)c([N+](=O)[O-])c1
 : 10µM*	8	5%	-15%	7	31%[activator]	-2%
> Cc1ccc2nc(N3CCN(Cc4nnnn4C4CCCC4)CC3)c(C#N)cc2c1
 : 22%	9	4%	?	-3	?	1%
> COc1ccccc1-c1noc(CCCC(=O)N2CCOCC2)n1
 : 1%	19	-3%	20%	-2	6%	-3%

# Arranged by SMILES length (lowest first): part of the list above
# Each structure is followed by: Pf growth 96h	Shiga inhibitor	Tb PYK inh	HCV inh	Cycloheximide cs	Pf growth 48h	LmPK inh
> COc1ccccc1C1CC(c2ccccc2)=NN1C(=O)c1ccccc1 (stereo unspecified)
 : 1%	-5	3%	-20%	-8	0.37µM*	-3%
> Cc1nn(Cc2c(F)c(F)c(F)c(F)c2F)c(C)c1NC(=O)c1nn(C)cc1Br
 : 0%	-6	-1%	-27%	13	8%	-8%
> COc1ccc(NC(=O)C/C(C)=N/NC(=O)C2CCCCC2)c([N+](=O)[O-])c1
 : 10µM*	8	5%	-15%	7	31%[activator]	-2%

# (next part)
# Each structure is followed by: Pf growth 96h	Shiga inhibitor	Tb PYK inh	HCV inh	Cycloheximide cs	Pf growth 48h	LmPK inh
> CCOC(=O)c1cc2nc(-c3ccccc3)cc(C)n2n1
 : ?	nt	-1%	?	-3	5%	9%
> CCN(CC(=O)NCc1cccnc1)S(=O)(=O)c1ccc(OC)cc1
 : 50%[activator]	2	2%	4%	-1	18%	2%
> CCc1ccc(N2CC(C(=O)OCC(=O)c3c(N)n(CC(C)C)c(=O)n(C)c3=O)CC2=O)cc1 (stereo unspecified)
 : ?	nt	-2%	13%	nt	3%	nt
> CCOC(=O)C(=CNc1ccc2c(c1)nnn2-c1ccc(Cl)cc1)C(=O)OCC
 : ?	-2	6%	-22%	-5	-11%	1%
> COC(=S)N/C(=N\S(=O)(=O)c1ccc(Cl)cc1)c1ccccc1
 : 3%	-7	0%	11%	-2	23%	-7%
> Cc1[nH]c(C)c(S(=O)(=O)Nc2ccccc2Cl)c1C(=O)N1CCCC1
 : 21%	-7	2%	9%	-2	9%	-4%
> CN(C)c1ccc(N=Cc2nc(-c3ccccc3)oc2O)cc1
 : nt	17	-14%	-23%	11	?	-3%
> Cc1cc(C(=O)Nc2ccc3nc(C)sc3c2)c2ccccc2n1
 : -21%	13	-1%	-28%	-2	-8%	-3%
> Nc1ncnc2c1ncn2CCOCP(=O)(O)O
 : ?	nt	-6%	nt	nt	-9%	nt

# Screens deposited in PubChem BioAssay by National Center for Advancing Translational Sciences (NCATS).
